# Compound activity deposited in PubChem BioAssay by National Center for Advancing Translational Sciences (NCATS).
# Abeta rescue: compounds reversing amyloid beta toxicity in yeast; yeast expressing A-beta42, growth rescue, OD600, 48 h; response scale: 0% DMSO, 100% iron-clioquinol control; AID 1347071; 410,000 compounds, 0.063% hits; Potency, µM (top dose mostly 46.1 µM), for inactives: at the highest dose growth rescue, usual class: activators; further: potency means the concentration at half of the fitted maximal effect; nearly all actives have a fitted effect of over 55% in size
#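 Growth rescue measured by 600 nm absorbance after 48 h yeast culture at 30 C with compound. Values normalized between DMSO and an equimolar ferric chloride plus clioquinol control.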
# TDP43 rescue: TDP-43 toxicity inhibition in yeast | TDP-43 expressing yeast growth rescue, BacTiter-Glo, 24 h | Potency, µM (titrated, usually from 46.1 µM), for inactives: top-dose growth rescue (activation), hits mostly activators | 410,000 compounds, 1.8% hits | AID 652104; further: potency means the concentration at half of the fitted maximal effect; % of control where 0% means no effect; nearly all actives have a fitted effect of over 50% in size
#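 Growth rescue of TDP-43-toxic yeast measured as ATP luminescence (BacTiter-Glo). Cells grown to mid-log in raffinose, induced in galactose at OD600=0.02, exposed to compound 24 hr at 30 deg C.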
# aSyn yeast inh: rescues yeast growth from alpha-synuclein toxicity | AID 652106 | Potency, µM (series often up to 46.1 µM), inactives show top-dose growth rescue (activation), hits mostly activators | 370,000 compounds, 0.14% hits | Yeast expressing alpha-synuclein, growth rescue, BacTiter-Glo, 24 h; further: potency means the concentration at half of the fitted maximal effect; % of control where 0% means no effect; nearly all actives have a fitted effect of over 65% in size
#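 Screening used galactose-induced yeast with toxic alpha-synuclein levels, exposed to compound for 24 hr at 30 deg C. Cell growth, read with BacTiter-Glo luminescence, gave the measured signal.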
# FUS yeast rescue: suppressors of FUS proteinopathy in yeast; S. cerevisiae FUS-expressing, growth rescue, OD600, 24 h; Potency, µM (series often up to 76.6 µM), without a hit: at the highest dose growth rescue (activation), actives largely listed as activators; 390,000 compounds, 0.24% hits; AID 1347120;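 further: potency means the concentration at half of the fitted maximal effect; plate controls were DMSO vehicle for no effect and reference control for full effect; nearly all actives have a fitted effect of over 55% in size; some results filed as inactive show a strong effect at the top dose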
#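 Galactose (2%) drives FUS expression in yeast precultured in raffinose; seeding density OD 0.005. Test compounds incubated 24hr at 30C and 99% humidity before absorbance at 600 nm was measured.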
# PTHR1 ag: PTHR1 (human) receptor agonism | HEK293 GP2 PTHR1 cells, GloSensor cAMP luminescence, 1 h | 410,000 compounds, 0.075% hits | Potency, µM (highest dose often 115 µM), inactives show at the highest dose activation, usual class: activators; further: potency means the concentration at half of the fitted maximal effect; nearly all actives have a fitted effect of over 55% in size; some results filed as inactive show a strong effect at the top dose; inactives centre near -15; many of its hits are not listed in these tables
#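 HEK-293-derived GP2 cells expressing PTHR1 and a GloSensor cAMP reporter, 3,000/well, plated overnight, given luciferin plus IBMX (each 0.5 mM as added) for 1 h at 37 °C, then compound for 1 h at 37 °C. Luminescence was read after 15 min at room temperature.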
# pAkt inh: blocks phosphorylation of Akt. Neuro2A IGF-stimulated pAkt S473 HTRF, 20 min; hits give low values. activity change, % for hits at 50 µM. 360,000 compounds, 0.32% hits; in the data active means activity change below about -80%; inconclusive means mostly about -51% to -80%; further: on the % scale 0 is the no-effect control and ±100 the full control effect
#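 Neuro2A cells (4,500/well, DMEM with 0.5% FBS) were treated with compound at a single 50 µM final concentration, stimulated with 6 nM IGF for 20 min at 37 °C, and lysed. Phospho-Akt Ser473 was read by HTRF as 665/615 ratio ×10^4.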
# GLP-1R agonist: agonists of human GLP-1 receptor | HEK293 GLP-1R CRE-luciferase, luminescence, 4-6 h; cells express a hypersensitive GLP-1R form | P43220 | 380,000 compounds, 0.007% hits | Potency, µM (top dose mostly 45.6 µM), without a hit: top-dose activation, usual class: activators; further: potency means the concentration at half of the fitted maximal effect; % of control where 0% means no effect
# Target sequence (P43220 whole entry, looked up): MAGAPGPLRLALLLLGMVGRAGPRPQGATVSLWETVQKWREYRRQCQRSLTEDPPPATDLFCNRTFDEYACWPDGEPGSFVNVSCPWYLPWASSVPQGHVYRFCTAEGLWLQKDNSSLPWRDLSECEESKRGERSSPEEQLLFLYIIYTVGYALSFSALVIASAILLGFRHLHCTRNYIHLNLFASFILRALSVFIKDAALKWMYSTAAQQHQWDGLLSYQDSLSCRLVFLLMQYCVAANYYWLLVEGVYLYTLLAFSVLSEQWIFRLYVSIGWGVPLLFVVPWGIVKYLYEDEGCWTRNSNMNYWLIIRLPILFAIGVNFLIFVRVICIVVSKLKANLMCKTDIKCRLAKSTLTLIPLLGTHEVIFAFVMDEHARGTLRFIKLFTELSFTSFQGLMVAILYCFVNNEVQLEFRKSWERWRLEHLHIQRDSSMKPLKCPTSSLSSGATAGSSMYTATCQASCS
# DRD3 antagonist: D3 dopamine receptor (human) antagonism | P35462 | D3R cells, DiscoveRx beta-arrestin luminescence, antagonist mode; hits give low values | max response, negative = inhibition, % | 360,000 compounds, 2.5% hits; in the data active means max response below about -50%; inconclusive means no clear call, values can overlap the other calls; further: on the % scale 0 is the no-effect control and ±100 the full control effect; mostly tested at two doses, the higher about 12 µM
# Target sequence (P35462 whole entry, looked up): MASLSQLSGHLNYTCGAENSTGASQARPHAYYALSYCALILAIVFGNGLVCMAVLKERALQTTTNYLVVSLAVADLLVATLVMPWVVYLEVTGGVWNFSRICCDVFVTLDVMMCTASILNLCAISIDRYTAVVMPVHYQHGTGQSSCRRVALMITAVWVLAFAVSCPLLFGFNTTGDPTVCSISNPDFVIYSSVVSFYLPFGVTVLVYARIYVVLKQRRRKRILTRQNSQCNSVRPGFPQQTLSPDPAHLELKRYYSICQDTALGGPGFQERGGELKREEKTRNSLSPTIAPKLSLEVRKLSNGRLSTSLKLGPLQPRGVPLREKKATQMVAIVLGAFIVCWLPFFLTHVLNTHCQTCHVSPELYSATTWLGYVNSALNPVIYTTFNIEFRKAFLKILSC
#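 Cells expressing the human receptor were seeded at 1500 cells/well, incubated overnight at 37 degrees C in 5% CO2, then exposed to library compounds with dopamine controls for 90 minutes at 37 degrees C before luminescent detection.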
# GLP1R inv ag: inverse agonists of human GLP-1 receptor; HEK293 GLP-1R CRE-luciferase, luminescence, 24 h; GLP-1R form is constitutively active; P43220; 410,000 compounds, 1.6% hits; Potency, µM (doses to about 38.3 µM), without a hit: at the top dose activity change, negative = inhibition, actives largely listed as inhibitors; AID 624417; further: potency means the concentration at half of the fitted maximal effect; on the % scale 0 is the no-effect control and ±100 the full control effect; nearly all actives have a fitted effect of over 55% in size
#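 Readout was luciferase luminescence, measured 12 min after detection reagent at room temperature. Beforehand, GLP-1R reporter HEK293 cells had sat 12 h, then received compounds for 24 hr at 37 deg C.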
# An asterisk follows results filed as active; i = inactive; ? = inconclusive; · = not tested or not shown; & = joins results of further samples; [ ] = remark or other dose. Unless noted, the call rests on the fitted dose curve; in most records, active means well fitted curve in the direction sought with a large enough effect; inconclusive means small, poorly fitted or top-dose-only effect, or another doubt; inactive means no such curve, though single readings can be large; an effect the other way counts as inactive or inconclusive. This is a subset; rates above refer to the full screens.
# A first look, three compounds:
SMILES,Abeta rescue,TDP43 rescue,aSyn yeast inh,FUS yeast rescue,PTHR1 ag,pAkt inh,GLP-1R agonist,DRD3 antagonist,GLP1R inv ag
C/C(CC(=O)Nc1ccc(Br)cc1)=N\NC(=O)c1cccc(O)c1,17%,0%,18%,26%,-27%,i,5%,-3,?
COc1ccc(-c2noc(C)c2-c2ccc3ccccc3n2)c(O)c1,-34%,5%,23%,27%,-11%[57.5 µM],i,17%,?,?
Cc1cc(C)cc(NC(=O)Cn2nnc3ccccc3c2=O)c1,5%,18%,-5%,-31%,?,i,1%,8,-5%

# Results, from the first entry:
SMILES,Abeta rescue,TDP43 rescue,aSyn yeast inh,FUS yeast rescue,PTHR1 ag,pAkt inh,GLP-1R agonist,DRD3 antagonist,GLP1R inv ag
C/C(CC(=O)Nc1ccc(Br)cc1)=N\NC(=O)c1cccc(O)c1,17%,0%,18%,26%,-27%,i,5%,-3,?
COc1ccc(-c2noc(C)c2-c2ccc3ccccc3n2)c(O)c1,-34%,5%,23%,27%,-11%[57.5 µM],i,17%,?,?
Cc1cc(C)cc(NC(=O)Cn2nnc3ccccc3c2=O)c1,5%,18%,-5%,-31%,?,i,1%,8,-5%
CCOc1ccc(OCC(=O)Nc2ccc(S(N)(=O)=O)cc2)cc1,-2%,-4%,2%,7%,i,i,-5%,13,-2%
CCc1nc(SCc2ccccc2C#N)n[nH]1,1%,9%,5%,-7%,i,i,-9%,12,34%
COc1cccc(C2CC(c3cccs3)=NN2C(=O)CSC2=NCCS2)c1OC (stereo not given),?,-1%,6%,?,i,i,5%,-15,?
COc1ccc(/C=C/C(=O)OCC(=O)NCCCc2ccccc2)cc1OC,10%,35µM*,1%,34%,-46%[inhibitor],i,3%,-13,0%
O=C(NNC(=O)C1CCCN(c2ncccn2)C1)c1ccncc1 (stereo not given),-15%,-7%,1%,-5%,i,i,-5%,20,4%
CNC(=O)CN(C1CCCCC1)S(=O)(=O)c1ccc(F)cc1,21%,1%,6%,-19%,i,i,-6%,8,5%
Cc1ccccc1-c1nsc(SCC(=O)c2ccc(Cl)cc2)n1,4%,13%,-10%,-13%,-34%[inhibitor],i,-6%,22,24%
COc1ccc(-c2noc(CNC(=O)c3ccccc3Br)n2)cc1,-15%,21%,·,-6%,-11%,·,·,·,3%
O=C(Nc1cccc(Cl)c1)C1CCCN(S(=O)(=O)c2cnc[nH]2)C1 (stereo not given),-2%,8%,-1%,-1%,-8%,i,2%,0,-12%
COCc1[nH]nc2c1C(c1ccc(OC)cc1)C(C#N)=C(N)O2 (stereo not given),-2%,-12%,4%,29%,1%,i,-1%,4,31%[activator]
COc1ccc(OC)c(CNC(=O)C2CCN(S(=O)(=O)N3CCC(C)CC3)CC2)c1,1%,23%,-1%,6%,i,i,9%,-2,-27%
CC(C)(C)c1ccc(C(=O)NCc2nnc(SCC(=O)N3CCCc4ccccc43)n2-c2ccccc2)cc1,-1%,10%,4%,-6%,-30%[inhibitor],i,-4%,-21,1%
Cc1c(Cl)cccc1NC(=O)Nn1cnnc1,6%,7%,2%,-13%,-23%,i,-4%,1,-1%
O=C(Nc1ccc(Cl)cc1)c1ccc2sc([C@@H]3O[C@H](CO)[C@@H](O)[C@H]3O)nc2c1,-12%,13%,-3%,-2%,-34%,i,-1%,-20,7%
O=C1Nc2ccccc2C(O)(C(=O)NC2CC2)N1c1ccc(Cl)c(Cl)c1 (stereo not given),25%,15%,3%,31%,i,i,-2%,-8,-1%
CC(C)(C)n1cnc2cc(NS(=O)(=O)c3ccc(Br)cc3)ccc21,3%,1%,4%,-6%,-47%[inhibitor][57.5 µM],i,-1%,20,?
O=C(OCc1cn([C@H]2CN(CC3CCCCC3)[C@@H](c3ccc(Cl)cc3)C[C@@H]2O)nn1)c1ccccc1,16%,26%,9%,?,-19%,i,-2%,-7,?
CCOc1ccccc1NC(=O)C12CC3CC(C1)CC(c1ccc(C)cc1)(C3)C2,5%,1%,-8%,-1%,i,i,1%,-23,-1%
COc1ccc(NC(=O)CN2CCN(CC(=O)Nc3ccc(F)cc3)CC2)cc1Cl,13%,8%,1%,-4%,-5%,i,6%,5,?
COCCCNC1CS(=O)(=O)CC1O (stereo not given),13%,-2%,3%,-23%,i,i,7%,1,15%
Cc1ccc(NC(=S)N(Cc2cccs2)Cc2cc3cccc(C)c3[nH]c2=O)cc1,17%,15%,0%,-20%,i,i,-3%,-2,-27%
COc1cc(C(=O)NC2=NCCS2)cc(OC)c1OC,24%,-3%,1%,12%,-19%,i,7%,10,39%[activator]
Cc1ccccc1NC(=O)COC(=O)/C=C/c1cn(-c2ccccc2)nc1-c1cccnc1,-3%,25%,2%,30%,i,i,-2%,2,7%
COc1ccc(/C=C(\C#N)C(=O)NCc2cccnc2)cc1OC,13%,-1%,0%,5%,-12%,i,24%,0,48%[activator]
O=c1c(-c2ccc(O)cc2)coc2cc(OC3OC(CO)C(O)C(O)C3O)ccc12 (stereo not given),-3%,10%,-5%,-13%,i,i,2%,0,11%
COc1ccc(-c2csc(NC(CO)c3nc4ccccc4n3CCOCCO)n2)cc1 (stereo not given),-2%,8%,3%,22%,-25%,i,14%,-18,48%[activator]
Cc1ccc(C(=O)Nc2nccc(-c3cccs3)n2)cc1,1%,13µM*,-1%,21%,10%[57.5 µM],i,7%,-12,3%
CC(C)(C)S(=O)(=O)c1cnc2c(-c3ccc(F)cc3)cnn2c1N,7%,11%,-7%,1%,-10%[57.5 µM],i,-7%,31,7%
O=C(O)Cn1c(-c2cccs2)cc2cc(Cl)ccc21,3%,18µM*,·,20%,i,·,·,·,-17%
CCc1ccc(-n2c(SCc3cccc(F)c3)nc3[nH]ncc3c2=O)cc1,13%,?,·,?,-7%,·,·,·,?
O=C(NCc1ccc(F)cc1)c1cc(C2CCCCN2S(=O)(=O)c2ccccc2)on1 (stereo not given),?,?,9%,27%,-9%,i,3%,11,?
CC(=O)N1C[C@H]2CON(C)[C@H]2C[C@H]1c1cccc(-c2ccccc2)c1,-10%,5%,2%,-12%,i,i,0%,0,8%
Cc1nn(-c2ccc(F)cc2)c2sc(C(=O)OCC(=O)N3CCC(C)CC3)cc12,7%,0%,-1%,16%,i,i,-5%,-6,-2%
Cc1ccc(-c2ccnc(-c3ccc(O)cc3)n2)cc1,0%,20%[9.22 µM],-3%,-10%,-4%,i,12%,12,7%[7.66 µM]
CCOC(=O)c1cnc2c(c(C)nn2C)c1Oc1ccccc1F,-17%,?,3%,0%,-23%,i,15%,5,43%[activator]
O=C(NCc1ccc(Cl)cc1)C1CCC(CNc2c(N3CCCCC3)c(=O)c2=O)CC1 (stereo not given),-13%,15%,-4%,-8%,-18%,i,-4%,-8,-9%
O=C(Nc1ncnc2c1ncn2[C@@H]1O[C@H](/C=C/C(=O)N2CCN(c3ccc(F)cc3)CC2)[C@@H](O)[C@H]1O)c1ccccc1,-3%,25%,-2%,25%,-14%,i,0%,15,19%
O=C1CC(Nc2cc(=O)[nH]c(=O)[nH]2)C(=O)N1c1ccccc1Cl (stereo not given),4%,-3%,13%,-7%,i,i,4%,3,?
C[C@H]1CCC[C@@]2(O[C@H](CCO)C[C@H](O)[C@H]2O)O1,8%,22%,2%,-25%,i,i,-5%,0,14%
CCN(CC)CCOC(=O)c1cccc(Cl)c1,6%,-2%,10%,-12%,-18%[57.5 µM],i,-5%,-27,8%
CCOC(=O)/C=C1\CC(C(=O)OCC)Oc2c(OC)cccc21 (stereo not given),8%,25%,-2%&13%,10%,17%,i,29%,4,5%
CC1CC(C)CN(c2nc3c(c(=O)n(C)c(=O)n3C)n2CCSc2nc3ccccc3o2)C1 (stereo not given),2%,13%,-13%,4%,-18%,i,6%,13,19%
Cc1ccc(-n2ncc3c(NCCC4=CCCCC4)ncnc32)cc1C,-13%,18%,·,-10%,-56%[inhibitor],·,·,·,21%
O=C(NCCc1ccc(F)cc1)c1ccc2nccnc2c1,6%,23%,7%,12%,-32%,i,-5%,-8,?
CCOC(=O)c1c(NC(=O)CN2C(=O)C(=O)N(CC(C)C)C2=O)sc(C)c1CC,31%,26%,2%,6%,-12%,i,-1%,9,-15%
COc1ccccc1CNC(=O)C(C)n1cccc1C(=O)c1ccccc1 (stereo not given),-8%,5%,4%,-2%,i,i,3%,4,?
CN(C(=O)CSc1nnc(-c2ccc(Cl)cc2)n1C)C1CCS(=O)(=O)C1 (stereo not given),-7%,9%,-2%,-33%,-24%,i,-1%,10,8%
c1cc2c(cn1)cnc1cscc12,-2%,27%,1%,-22%,-76%[inhibitor],i,2%,22,33%[activator]
CCC(c1nnnn1Cc1ccc(F)cc1)N(CCCO)Cc1cc2cc3c(cc2[nH]c1=O)OCO3 (stereo not given),-1%,23%,-1%,13%,i,i,17%,-2,-6%
Cc1cccc(C(P(=O)(c2ccccc2)c2ccccc2)P(=O)(c2ccccc2)c2ccccc2)n1,-15%,-12%,-8%,6%,i,i,0%,-11,1%
Nc1nc(Cl)nc2c1ncn2C1CCC(CO)O1 (stereo not given),-6%,17%,1%,-6%,-5%,i,7%,-11,27%
COc1ccc2sc(NC(C)=O)nc2c1,-9%,0%,-1%,-11%,?,i,7%,17,-6%
CN(C(=O)Cn1nnc(-c2ccc(S(C)(=O)=O)cc2)n1)c1ccccc1,-1%,6%,·,32%,i,·,2%,·,19%
